Bioassay records deposited in PubChem by National Center for Advancing Translational Sciences (NCATS).
Tb PFK inh – qHTS Assay to Find Inhibitors of T. brucei phosphofructokinase | hit rate 0.17% among 330,000 | ATP-dependent 6-phosphofructokinase (Trypanosoma brucei brucei), O15648 | T. brucei PFK, ADP-Glo luminescence | Potency, µM (titrated, usually from 57.5 µM), for the others: at the highest dose activity, negative = inhibition, actives largely listed as inhibitors;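 further: potency means the concentration at half of the fitted maximal effect; 0% = uninhibited 1x PFK enzyme wells and -100% = no-enzyme wells; nearly all actives have a fitted effect of over 60% in size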
Target sequence (O15648 whole entry, looked up): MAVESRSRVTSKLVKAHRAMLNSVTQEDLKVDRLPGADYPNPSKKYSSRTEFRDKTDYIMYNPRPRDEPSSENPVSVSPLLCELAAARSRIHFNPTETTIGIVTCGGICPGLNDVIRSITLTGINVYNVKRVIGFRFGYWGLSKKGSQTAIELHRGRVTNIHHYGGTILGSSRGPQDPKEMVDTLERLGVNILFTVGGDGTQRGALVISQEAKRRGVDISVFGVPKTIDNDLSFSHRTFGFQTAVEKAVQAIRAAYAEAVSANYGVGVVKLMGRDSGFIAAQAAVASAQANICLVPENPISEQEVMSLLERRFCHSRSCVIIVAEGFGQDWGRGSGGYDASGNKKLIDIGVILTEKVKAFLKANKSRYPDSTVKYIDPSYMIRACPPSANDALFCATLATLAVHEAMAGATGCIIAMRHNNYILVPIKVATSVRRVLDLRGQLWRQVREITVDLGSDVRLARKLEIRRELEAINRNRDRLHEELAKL
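Activity is normalized to no-enzyme wells (full inhibition) and 1.25 nM enzyme wells (no inhibition). Reaction: 0.5 mM F6P, 0.1 mM ATP, 45 min RT, ADP-Glo luminescence; concentration-response curves fitted and classed by quality.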
NPC1 promoter act – qHTS Assay for NPC1 Promoter Activators; Huh7 NPC1 promoter luciferase reporter, 24 h; Potency, µM (top dose mostly 9.22 µM), for the others: at the highest dose activation, actives largely listed as activators; hit rate 2.4% among 320,000;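 further: potency means the concentration at half of the fitted maximal effect; % of control where 0% means no effect; nearly all actives have a fitted effect of over 60% in size; reporter is driven by a mutant NPC1 promoter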
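Compounds in DMSO were transferred onto Huh7 NPC1-luciferase reporter cells pre-incubated 2 h; after 24 h at 37 °C, Amplite reagent was dispensed and luminescence recorded 10 min later.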
RORgamma inh – qHTS for inhibitors of ROR gamma transcriptional activity | Nuclear receptor ROR-gamma (Mus musculus), P51450 | Drosophila S2 Gal4-RORgamma UAS-luciferase reporter, 20 h | Potency, µM (series often up to 53.6 µM), for inactives: at the highest dose activity change, negative = inhibition, hits mostly inhibitors | hit rate 5.4% among 310,000 | AID 2551, 2010; further: potency means the concentration at half of the fitted maximal effect; on the % scale 0 is the no-effect control and ±100 the full control effect; nearly all actives have a fitted effect of over 60% in size
Target sequence (P51450 whole entry, looked up, the tested form may be a part): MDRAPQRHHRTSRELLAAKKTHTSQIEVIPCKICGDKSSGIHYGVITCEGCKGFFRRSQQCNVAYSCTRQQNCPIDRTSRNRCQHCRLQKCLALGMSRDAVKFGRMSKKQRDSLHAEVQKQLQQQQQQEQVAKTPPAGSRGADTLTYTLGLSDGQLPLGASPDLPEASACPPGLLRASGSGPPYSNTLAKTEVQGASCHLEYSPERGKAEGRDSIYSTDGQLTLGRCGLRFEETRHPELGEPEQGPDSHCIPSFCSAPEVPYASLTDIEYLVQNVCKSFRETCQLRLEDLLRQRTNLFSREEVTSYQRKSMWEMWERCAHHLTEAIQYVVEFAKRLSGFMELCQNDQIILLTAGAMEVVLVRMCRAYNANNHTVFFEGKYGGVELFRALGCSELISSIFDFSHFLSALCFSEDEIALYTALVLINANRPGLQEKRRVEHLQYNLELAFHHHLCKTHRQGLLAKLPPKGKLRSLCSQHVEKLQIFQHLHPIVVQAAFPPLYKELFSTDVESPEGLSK
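Compounds are pin-transferred onto Drosophila Schneider cells expressing a copper-inducible Gal4–ROR gamma transactivation domain fusion. After 1 hr, copper sulfate is added to 700 uM final; luciferase is read 20 hr later.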
uPA generation – qHTS for Inhibitors of Cell Surface uPA Generation; cell surface uPA generation assay, qHTS; Potency, µM (series often up to 38.3 µM), for inactives: at the top dose activity change, negative = inhibition, usual class: inhibitors; hit rate 0.31% among 330,000; AID 540303, 2011; active means well fitted inhibition curve with a large enough effect; inconclusive means small, poorly fitted or top-dose-only effect; inactive means no such curve, though single readings can be large or run the other way; tested in mouse RAW 264.7 cells; further: potency means the concentration at half of the fitted maximal effect; on the % scale 0 is the no-effect control and ±100 the full control effect; nearly all actives have a fitted effect of over 55% in size
VP16 counter – VP16 counterscreen qHTS for inhibitors of ROR gamma transcriptional activity | hit rate 3.5% among 310,000 | Drosophila S2 Gal4-VP16 UAS-luciferase, luminescence, 20 h | Potency, µM (doses to about 53.6 µM), inactives show at the highest dose activity, negative = inhibition, most hits filed as inhibitors;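 further: Gal4-VP16 expression switched on by copper sulfate through the metallothionein promoter; potency means the concentration at half of the fitted maximal effect; on the % scale 0 is the no-effect control and ±100 the full control effect; nearly all actives have a fitted effect of over 50% in size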
FLuc counter – qHTS profiling assay for firefly luciferase inhibitor/activator using purifed enzyme and Km concentrations of substrates (counterscreen for miR-21 project) | hit rate 6.9% among 360,000 | Luciferin 4-monooxygenase (Photinus pyralis), P08659 | Potency, µM (top dose mostly 57.5 µM), inactives show at the highest dose activity change, negative = inhibition, usual class: inhibitors | purified FLuc, Km substrates, luminescence inhibition;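 further: potency means the concentration at half of the fitted maximal effect; plate controls were vehicle for no effect and reference inhibitor for full effect; nearly all actives have a fitted effect of over 55% in size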
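Purified P. pyralis luciferase, 10 nM final, with Km-level 10 uM D-luciferin and 10 uM ATP in 50 mM Tris acetate pH 7.5, 10 mM Mg acetate, 0.01% Tween-20, 0.05% BSA; 6-point qHTS titration about 60 µM downward; luminescence read.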
ELG1 genotoxic – qHTS screen for small molecules that induce genotoxicity in human embryonic kidney (HEK293T) cells expressing luciferase-tagged ELG1 | HEK293T ELG1-luciferase reporter, luminescence, 16 h | Potency, µM (top dose mostly 46 µM), without a hit: at the highest dose activity change, positive = activation, hits mostly activators | hit rate 1.3% among 330,000; further: potency means the concentration at half of the fitted maximal effect; % of control where 0% means no effect; nearly all actives have a fitted effect of over 60% in size
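ELG1-luciferase HEK293T cells, 2,000/well; compound pinned in; 16 hr, 37 °C, 5% CO2; ONE-Glo, 30 min RT; luminescence on CCD imager.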
Coupling enz – qHTS Assay for Inhibitors of Fructose-1,6-bisphosphate Aldolase from Giardia Lamblia: Coupling assay counterscreen; hit rate 0.67% among 290,000; coupling enzyme system counterscreen, AmpLite Red fluorescence; AID 2472, 2010; activity change, negative = inhibition, % at 58.2 µM, hits read low; in the data active means activity change below about -30%; further: on the % scale 0 is the no-effect control and ±100 the full control effect
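Final compound at 57.5 uM, incubated 10 min at RT with coupling enzyme reagent (glyceraldehyde-3-phosphate), then 20 min with substrate and AmpLite Red detection. Fluorescence read at 525/598 nm; tests interference with the coupling assay, not aldolase inhibition.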
Rab9 promoter act – qHTS Assay for Rab9 Promoter Activators; hit rate 2.8% among 320,000; AID 485297, 2010; Potency, µM (series often up to 9.22 µM), without a hit: at the top dose activation, negative = inhibition, hits mostly activators; Huh7 Rab9 promoter-luciferase reporter, luminescence, 24 h; further: potency means the concentration at half of the fitted maximal effect; % of control where 0% means no effect; nearly all actives have a fitted effect of over 60% in size
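Rab9 promoter-driven luciferase in stably transfected Huh7 cells; 1500 cells/well rested 2 h, exposed to compound in DMSO for 24 h at 37 °C, 5% CO2. Luminescence read 10 min after adding luciferase reagent at ambient temperature.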
Giardia killer – Small Molecules that selectively kill Giardia lamblia: qHTS. activity change, % at 7.66 µM, hits read low. Giardia lamblia trophozoite viability. hit rate 0.15% among 340,000; in the data active means activity change below about -80%; inconclusive means between about -30% and that limit;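 further: parasites exposed to compound for two days anaerobically before the ATP read; on the % scale 0 is the no-effect control and ±100 the full control effect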
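Trophozoites 100 cells/well + cpd; 48 hrs, 37 deg C, anaerobic. ATPLite 1-Step added, 15-30 min RT, luminescence read (ATP-based viability).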
KCNH2 3.1 inh – qHTS for Inhibitors of KCHN2 3.1: Mutant qHTS | U2OS KCNH2 3.1, thallium flux FluxOr; hits give low values | activity change, % (tested at about 1.8 µM) | Potassium voltage-gated channel subfamily H member 2, brain isoform KCNH2 3.1 (human) | hit rate 0.95% among 340,000;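 active means maximum activity change below -70%; inconclusive means maximum activity change from -70% to -50%; inactive means maximum activity change above -50%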;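 further: thallium influx rate constant from kinetic fluorescence after stimulation buffer; on the % scale 0 is the no-effect control and ±100 the full control effect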
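FluxOr-based Tl+ influx in U2OS cells transduced with KCNH2 3.1 virus; rate constants normalized to DMSO controls.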
Starred values were filed as active, the others as inactive; ? = inconclusive; . = no result given; [ ] = another dose, or the depositor's remark. Unless noted, the call rests on the fitted dose curve; in most records, active means well fitted curve in the direction sought with a large enough effect; inconclusive means small, poorly fitted or top-dose-only effect, or another doubt; inactive means no such curve, though single readings can be large; an effect the other way counts as inactive or inconclusive.

SMILES	Tb PFK inh	NPC1 promoter act	RORgamma inh	uPA generation	VP16 counter	FLuc counter	ELG1 genotoxic	Coupling enz	Rab9 promoter act	Giardia killer	KCNH2 3.1 inh
COc1ccc(C)cc1NC(=O)CCN1CCN(C/C=C/c2ccccc2)CC1	0%	-3%	-4%[1.91 µM]	-8%	-5%	1%	-2%	-1	3%	-13	-99*
CSc1ccc(CN(C)C(C)C(=O)NCc2ccccc2)cc1 (stereo unspecified)	10%	-4%	28%	-4%	1%	-13%	-5%	-2	1%	-5	-4
O=C(NCCS(=O)(=O)NCc1ccccc1)c1ccc2c(c1)OCO2	7%	-1%	.	4%	.	3%	2%	.	2%	9	9
CCCC1N2CC3([N+](=O)[O-])CN1CC([N+](=O)[O-])(C2)C3(C)C (stereo unspecified)	-5%	-2%	-9%	3%	-7%	2%	0%	-2	0%	24	-42
CCOC(=O)C1(C)C=C(Nc2ccccc2)C(=O)N1c1ccccc1 (stereo unspecified)	5%	-8%	1%	-2%	1%	-3%	2%	4	-9%	13	-18
O=C(CN1C(=O)COc2ccccc21)N(Cc1cccnc1)Cc1cccc(F)c1	2%	1%	-15%	.	-10%	-1%	-4%	5	11%	23	-1
CCOCC(=O)Nc1c(C(=O)Nc2ccc3c(c2)OCCO3)oc2ccccc12	-8%	1.4µM*	-40%	3%	-29%	-15%	?	-16	0.71µM*	62[activator]	16
CN(C)S(=O)(=O)c1ccc(C(=O)NCC(=O)Nc2ccc(F)c(F)c2)cc1	-17%	-3%	-9%	-13%	-3%	3%	0%	0	-2%[1.84 µM]	8	9
CCCOc1ccc(Cc2nn[nH]n2)cc1	2%	-3%	1%[10 µM]	3%	-1%	4%	0%	10	-2%	-3	?
CCOC(=O)c1ccc(NC(=O)NC2CC3CCC(C2)N3C(=S)NC)cc1 (stereo unspecified)	-4%	-7%	20%	5%	-1%[10 µM]	-5%	8%	0	-5%	-14	-10
CCN(CC)S(=O)(=O)c1ccc2c(c1)nc(CCC(=O)O)n2CC	1%	-5%	1%	-11%	6%	4%	1%	1	0%	-10	11
COc1ccc(S(=O)(=O)N2CCCC2CNC(=O)C(=O)NC2CCCCCC2)cc1 (stereo unspecified)	6%	-2%	.	0%	.	-2%	-6%	.	-9%	10	3
COc1ccc(N(CC(=O)NC(C)(C)C)C(=O)c2ccco2)cc1	4%	-4%	-2%	3%	-6%	1%	1%	0	4%	-3	24
Cc1cccc(N(CC(O)CN2CCCC2)S(=O)(=O)c2ccccc2)c1 (stereo unspecified)	0%	-2%	-23%	1%	-4%	-1%	-1%	0	-2%	-9	-16
CCOC(=O)N1CCN(C(=O)c2ccc3[nH]c(C)c(C)c3c2)CC1	0%	.	.	6%	.	.	2%	.	.	10	10
NS(=O)(=O)c1ccc(CNS(=O)(=O)c2cccc3nonc23)cc1	-6%	-6%	3%	1%	-5%	-1%	-1%	-1	-1%	-26	-11
COc1ccc(NS(=O)(=O)c2ccc(O)c(C(=O)OCC(=O)NC3CCCCC3)c2)cc1	-4%	-1%	31%	4%	-1%	-18%	0%	-2	-6%	11	1
C[C@H]1CN=C(N(C)C)N1CC1CCCCC1	-24%	-3%	.	-3%	.	0%	0%	.	-1%	-21	-23
CCCCSc1nnc(-c2ccc(C)cc2)c2ccccc12	-1%	-7%	?	-1%	?	1%	-7%	2	-9%	-26	-7
C=CCn1c(SCC(=O)c2ccc(O)c(O)c2)nnc1-c1cccnc1	-30%	-4%	3%	-3%	-4%	0%	7%	-30	1%	4	8
Cc1ccccc1Nc1cc(C(=O)NCc2ccco2)c2ccccc2n1	-3%	-6%	27%	2%	8%	15µM*	-7%	3	-4%	1	1
CNc1nc(=S)[nH]c2ccccc12	-4%	-3%	-46%	8%	-3%	0%	0%	-1	-5%	1	26
COC(=O)c1cc(Cl)c(NC(=O)c2ccco2)cc1OC	.	.	37%	-3%	12%	-2%	.	2	.	-13	-1
O=C(Nc1ccc(S(=O)(=O)Nc2ncccn2)cc1)C12CC3CC(CC(C3)C1)C2	3%	-1%	-7%	9%	7%	0%	2%	.	0%	-1	4
COCCn1c(Cc2cccn2C)nnc1SCC(=O)NCc1ccc2c(c1)OCO2	0%	-1%	1%	5%	-2%	0%	-1%	-2	-5%	6	-5
Other entries:
SMILES	Tb PFK inh	NPC1 promoter act	RORgamma inh	uPA generation	VP16 counter	FLuc counter	ELG1 genotoxic	Coupling enz	Rab9 promoter act	Giardia killer	KCNH2 3.1 inh
COc1ccccc1NC(=O)CCN1C(=O)/C(=C/c2cc(OC)c(OC)c(OC)c2)SC1=S	1%	-5%	8%	18%	-9%	4%	-4%	-3	-1%	13	-13
Cc1cc(OCCCCCNCCO)ccc1Cl	-4%	-2%	20%	.	-16%	-11%	3%	0	15%	9	-6
O=C(NN=C1CCCCCC1)NC1CCCCC1	-1%	0%	1%	3%	-5%	-4%	-2%	3	-6%	-11	-4
Cc1ccc(NC(=O)CSc2nnc(C)c(=O)[nH]2)cc1C	-2%	-3%	-19%	-1%	-10%	?	0%	13	-3%	4	-9
C=CCNC(=S)NNC(=O)c1csc(C)c1CC	3%	0%	8.9µM*	.	-17%	8%	0%	0	-7%	5	18
O=C(O)CCCC(=O)Nc1ccc(Oc2cccc(C(F)(F)F)c2)nc1	0%	0%	14%	1%	4%	4%	-1%	1	-3%	27	-12
CC(C)(C)C(=O)O/N=C(\N)c1ccc([N+](=O)[O-])s1	2%	0%	38%	-20%	?	-16%	-7%	1	-1%	-20	-12
Cc1cc(S(=O)(=O)Nc2ccc(C(=O)NCc3ccncc3)cc2)ccc1F	0%	-2%	.	1%	.	-1%	-5%	.	2%	-18	-11
O=C1CCCCc2sc(Br)c([N+](=O)[O-])c2N1	1%	-23%	11µM*	2%	?	4%	-25%	0	-52%[inhibitor]	0	1
O=C(Oc1ccccc1)Oc1ccc2c(c1)oc(=O)c1ccccc12	-1%	-1%	-18%	2%	1%	-14%	8%	-2	-3%	6	-3
CCC(NC(=O)CNC(=O)CNC(=O)c1ccc(Cl)cc1Cl)c1ccc(C)cc1 (stereo unspecified)	2%	-1%	-22%	2%	-11%	1%	-1%	2	0%	-14	5
Cc1ccnc2nc(C(=O)Nc3cc(Cl)ccc3N3CCOCC3)nn12	1%	3%	25%	0%	-7%	1%	3%	3	-5%	-2	1
Cc1ccc(NC(=O)C2C3C=CC4(O3)C2C(=O)N(CCCN2CCCCC2)C4C(=O)NC2CCCCC2)cc1Cl (stereo unspecified)	0%	2%	-4%	0%	-17%	0%	0%	2	-1%	-3	-38
FC(F)(F)c1cc(Cl)c2nc(-c3ccccc3)cn2c1	-2%	?	-23%	-11%	-9%	1.9µM*	?	-6	?	3	-9
Oc1ccc(/C=N\Nc2nncc(-c3ccccc3)n2)cc1	-2%	-6%	-27%	-11%	?	?	?	-1	-8%	36[activator]	14
O=C(/C=C/c1ccccc1)NNC(=O)C1CC1	-4%	-4%	18%	.	-6%	2%	0%	3	0%	9	-4
COc1ccccc1OCC(=O)NCc1n[nH]c(=O)c2ccccc12	-4%	3%	.	1%	.	-1%	3%	.	1%	14	-3
CC(Oc1ccc(-n2cnnn2)cc1)C(=O)O (stereo unspecified)	-1%	-1%	-16%	2%	4%[10 µM]	-3%	-1%	-1	-9%	-26	6
Cn1c(SCC(=O)Nc2cccc(O)c2)nnc1-c1ccc(S(=O)(=O)N2CCOCC2)cc1	4%	-3%	3%	8%	1%	0%	1%	2	21%	-4	3
COc1cccc(NC(=O)c2c(F)cccc2F)c1	2%	27%	.	-8%	.	?	10µM*	.	?	-8	10
O=C(CC1C(=O)NCCN1Cc1ccccc1)NCCN1CCCCC1=O (stereo unspecified)	1%	0%	3%	10%	1%	1%	2%	.	3%	-10	-31
Cc1ccc(/C=N/NC(=O)Nc2ccccc2)o1	-1%	2.5µM*	1%	0%	?	11µM*	?	0	3.2µM*	-17	5
Cc1sc2ccc3sccc3c2[n+]1C	-11%	-3%	5%	2%	-18%	?	0%	-1	2%	-16	.
COc1ccc(C(=O)N/N=C/c2sc(N3CCOCC3)nc2-c2ccccc2)cc1OC	0%	-10%	2.8µM*	5%	7%	?	-3%	3	-1%	6	-4
O=C(OCC(F)(F)F)c1cccc(COc2ccc3ccccc3c2)c1	1%	1µM*	?	-2%	-2%	3.4µM*	?	-3	?	-6	-4
